# Screening results deposited in PubChem BioAssay by several laboratories.
# procasp7 counter: activates human procaspase-7, counter-screen for procaspase-3 activators. P55210. recombinant procaspase-7, Ac-DEVD-pNA absorbance 405 nm; D23A/D198A/D206A triple mutant, cannot self-cleave; scale: DMSO 0, 5 µM enzyme 100. activation, % at 8.5 µM. hit rate 0.093% among 330,000. AID 463210;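 active = percent activation above the screen-wide mean plus 3 SD, cut at about 25% in these data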
#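 Test system: Procaspase-7 triple mutant (PC-7 D3A). Also added: Ac-DEVD-pNA substrate, 400 µM as added. Schedule: 1 h enzyme–compound preincubation and 2 h substrate reaction, both 25 °C. Signal: p-Nitroaniline absorbance at 405 nm, read at 0 and 120 min. Control set: low DMSO alone, high DMSO plus 5 µM PC-7.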
# PP5 inh: PP5 (human) phosphatase inhibition. purified PP5c, OMFP substrate fluorescence. hit rate 0.18% among 320,000. inhibition, % at 6.7 µM. AID 1987;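 active = inhibition above the campaign's mean inhibition across all tested compounds plus 3 SD, cut at about 9.5% in these data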;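 note: 0% = DMSO only and 100% = 100 µM cantharidin control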
# PP1 counter: PP1-alpha (human) inhibition in PP5 counter-screen. purified PP1alpha, OMFP fluorescence. inhibition, % at 6.7 µM. hit rate 0.9% among 320,000;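 active = inhibition above the mean inhibition of all tested compounds plus 3 SD, computed separately for each screening campaign, cut at about 15% in these data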
# TPT1 inh: C. albicans TPT1 enzyme inhibition. inhibition, % at 5 µM. AID 1962. hit rate 0.81% among 300,000. recombinant caTPT1, FP RNA substrate dephosphorylation;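 active = inhibition above the mean of all tested compounds plus 3 SD, set per screening campaign, cut at about 24% in these data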;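 note: plate controls were DMSO alone for no effect and ferristatin control at 100 nM for full effect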
# Efflux pump inh: blocks antifungal efflux pumps in multiplex yeast assay | S. cerevisiae Candida pump triplex, Nile Red efflux | hit rate 0.44% among 330,000 | inhibition, % at 10 µM | AID 485275;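 active = plate passing quality check with inhibition over a set limit, or well fluorescence over plate mean plus 4 SD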;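 note: Nile Red retained in pooled yeast measured as flow cytometry median fluorescence; 0% = buffer negative control and 100% = Enniatin B positive control; higher means more Nile Red kept so more efflux inhibition; some compounds called inactive have numbers as strong as hits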
# CTSL1 counter: cathepsin L1 inhibition, PFM18AAP counter-screen; recombinant F. hepatica cathepsin L1, Z-Leu-Arg-MCA fluorescence; inhibition, % at 5.96 µM; hit rate 0.49% among 300,000;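 active = inhibition above the mean of all tested compounds plus 3 SD, set per screening campaign, cut at about 17% in these data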;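 note: 0% = plate median of test compound wells and 100% = 1 µM Z-Phe-Ala-diazomethylketone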
# GASC-1 inh: human JMJD2C demethylase inhibition; Q9H3R0; GST-JMJD2C(1-420) H3K9me3 demethylation, DELFIA europium; inhibition, % at 2.35 µM; hit rate 0.069% among 330,000;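 active = more than half of a compound's replicate wells show inhibition beyond 50%, single wells judged on their own value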;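 note: signal counts dimethyl H3K9 product captured on neutravidin plate; 0% = median of DMSO wells and 100% = 0.3 times that DMSO median; strong numbers were not always called active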
# Target sequence (Q9H3R0 1-420 limits assumed): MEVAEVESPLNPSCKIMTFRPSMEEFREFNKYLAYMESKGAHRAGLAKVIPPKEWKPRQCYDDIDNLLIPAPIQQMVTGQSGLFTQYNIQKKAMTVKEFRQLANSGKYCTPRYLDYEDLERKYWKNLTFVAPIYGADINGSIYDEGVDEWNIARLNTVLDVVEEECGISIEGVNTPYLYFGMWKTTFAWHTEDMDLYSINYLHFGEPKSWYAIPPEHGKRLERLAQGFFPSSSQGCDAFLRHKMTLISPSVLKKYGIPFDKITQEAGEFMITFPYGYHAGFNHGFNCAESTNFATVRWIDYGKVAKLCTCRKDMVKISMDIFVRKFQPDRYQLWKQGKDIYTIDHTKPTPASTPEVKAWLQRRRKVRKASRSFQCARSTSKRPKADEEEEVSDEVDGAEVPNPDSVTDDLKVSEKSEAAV
# procasp3 activ: activates human procaspase-3 | P42574 | recombinant procaspase-3 D3A, Ac-DEVD-pNA absorbance 405 nm | activation, % at 8.5 µM | hit rate 0.11% among 330,000;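 active = activation above the mean of all tested compounds plus 3 SD, cut at about 21% in these data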;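 note: 0% = DMSO alone and 100% = DMSO wells spiked with extra 5 µM PC-3 D3A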
# Target sequence (P42574 whole entry D9A/D28A/D175A): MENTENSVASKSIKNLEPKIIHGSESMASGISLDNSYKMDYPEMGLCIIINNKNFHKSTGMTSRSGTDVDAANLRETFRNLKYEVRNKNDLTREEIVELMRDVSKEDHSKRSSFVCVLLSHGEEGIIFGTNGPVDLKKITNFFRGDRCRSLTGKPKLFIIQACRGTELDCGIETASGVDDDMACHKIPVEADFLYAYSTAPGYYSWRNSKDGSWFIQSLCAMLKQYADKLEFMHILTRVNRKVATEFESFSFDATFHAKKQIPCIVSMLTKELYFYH
#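 Compound: 8.5 µM single point, 0.8% DMSO / Material: Autoprocessing-dead procaspase-3 D3A mutant enzyme / Timing: 1 h preincubation plus 2 h reaction at 25 °C / Medium: Zinc-free HEPES/NaCl buffer with 0.01% Triton X-100 at pH 7.4 / Technique: 405 nm absorbance of p-nitroaniline, reads at 0 and 120 min / Repeats: one well per compound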
# core dimer inh: HCV core protein dimerization inhibition; TR-FRET GST/Flag-core106 dimerization, 1536-well; inhibition, % at 5 µM; hit rate 0.33% among 300,000; AID 1899;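 active = inhibition above the mean of all tested compounds plus 3 SD, set per screening campaign, cut at about 45% in these data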
#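 System: GST-tagged and Flag-tagged HCV core protein residues 1-106 / Input: core106 proteins, GST 13.5 nM and Flag 17 nM / Buffer or medium: KF-containing HEPES buffer, pH 7.45, DTT, CHAPS, BSA / Probe or stimulus: Eu-anti-GST and XL665-anti-Flag labelled anti-tag antibodies / Schedule: 4 h, 22.5 °C incubation / Technique: TR-FRET 671 and 617 nm emission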
# * = called active by the depositor; . = not tested or not shown. Not all compounds are listed; count on the stated rates, not on these rows.
structure | procasp7 counter | PP5 inh | PP1 counter | TPT1 inh | Efflux pump inh | CTSL1 counter | GASC-1 inh | procasp3 activ | core dimer inh
CN(C)C(=O)Oc1ccc(OCc2n(C)c3ccccc3[n+]2C)cc1 | -6 | 0.6 | 0 | 2 | 0.5 | 4 | -3 | 1 | -9
O=[N+]([O-])c1ccc(NCCO)c2ncccc12 | 2 | 2.1 | -1 | -2 | -0.2 | 6 | -1 | -4 | -18
O=C(NCCN1CCOCC1)c1ccc(Cl)nc1Cl | 8 | -0.5 | -4 | 0 | 0.0 | -3 | -2 | -4 | -4
COC(=O)C1=C(c2cccc(C#N)c2)C[C@@H]2CC[C@H]1N2C(=O)NCC1CC1 | -9 | 1.9 | -3 | . | 2.5* | . | 8 | -1 | .
Cc1cccc(CNCCc2ccccc2)n1 | -5 | 2.8 | -1 | 2 | -0.1 | 0 | -3 | 2 | -5
Cc1cccc(OCCn2cccc2/C=C2/C(=O)NC(=O)N(Cc3ccco3)C2=O)c1 | -10 | 1.8 | 3 | 29* | 0.0 | -4 | 9 | -10 | 4
O=c1[nH]c(=O)n(Cc2ccccc2)c(O)c1C=NCCCO | 12 | 2.4 | -3 | 48* | 0.0 | 0 | 0 | -3 | 1
CCCCn1c(O)c(C(=O)/C=C/c2c[nH]c3ccccc23)c(=O)[nH]c1=O | -12 | -1.2 | -2 | 121* | 0.2 | 1 | 0 | -22 | 3
CC(C)Oc1ccc(C2(C#N)CC[N+](C)(C)CC2)cc1 | -5 | -1.6 | 3 | -3 | 0.0 | 4 | -4 | 5 | -5
Cc1ccc(NP(=O)(Oc2ccccc2F)Oc2ccccc2F)cc1 | 0 | 6.2 | 4 | 0 | 0.1 | 3 | -5 | 8 | 5
O=C1NC(=O)C(=Cc2ccc(-c3ccc(F)cc3O)o2)C(=O)N1 | -16 | 1.2 | 7 | 25* | -0.1 | -1 | 2 | -3 | -6
C=CCn1c(O)c(/C(C)=N/N2CCN(C)CC2)c(=O)[nH]c1=O | 4 | 2.1 | -4 | 0 | -0.1 | -3 | 18 | 1 | 2
O=c1c2ccccc2nc(-c2ccccc2)n1-c1cccc(O)c1 | 8 | 1.8 | -6 | -8 | 0.2 | 1 | -25 | 3 | 5
COC(=O)C1=C(c2ccc3ccccc3c2)C[C@@H]2CC[C@H]1N2C(=O)NCC1CC1 | 3 | 3.5 | -4 | . | 0.0 | . | 7 | 7 | .
Cc1ccc(C[n+]2c(-c3ccc(C)cc3)cc(-c3ccc(C)cc3)cc2-c2ccc(C)cc2)cc1 | -13 | 2.5 | 24* | 3 | 2.1 | 3 | -5 | -6 | -1
Clc1ccccc1NC1=NCCCS1 | 20 | -0.7 | -2 | -6 | -0.2 | -6 | -4 | 2 | -4
CCC1(c2ccccc2)C(=O)N(C)C(=O)N(C)C1=O | 7 | 2.8 | 3 | -5 | 0.0 | 0 | 19 | 4 | 6
CN(C)c1ccc(CN2CC=C(c3ccc(F)cc3)CC2)cc1 | -1 | 1.9 | 1 | -3 | -0.2 | 1 | -1 | 4 | 0
C[C@]12CCC3C(CC[C@H]4C[C@@H](O)CC[C@]34C)C1C[C@H](Br)[C@@H]2O (some centres undefined) | -5 | . | . | . | 0.1 | . | -2 | 4 | .
O=C(c1ccc(Cl)cc1)C1CCCN(Cc2cccc3cccnc23)C1 (centres undefined) | 10 | -0.6 | 1 | 3 | -0.1 | 1 | -1 | 7 | 1
O=C1NCCN2CCCC12 (centres undefined) | 2 | -0.6 | 0 | -7 | 0.0 | 0 | 5 | -5 | -1
CCCCn1c(O)c(C(C)=NCc2ccco2)c(=O)[nH]c1=O | -6 | 0.8 | 0 | 0 | 0.0 | -1 | 11 | 7 | 1
CCOP(=O)(OCC)C(NC(=O)c1cccc([N+](=O)[O-])c1)C(Cl)(Cl)Cl (centres undefined) | 4 | 0.1 | -6 | -3 | 0.0 | 3 | 9 | 4 | 2
COc1ccc(CNCCc2c[nH]c3ccccc23)c(OC)c1OC | 2 | -1.6 | 1 | -1 | -0.1 | 0 | -11 | 4 | -10
CC(=O)c1cn(Cc2ccc(C#N)cc2)c2ccccc12 | -1 | 3.5 | 0 | -1 | 0.0 | 0 | 3 | 5 | 0
Cc1ccccc1-[n+]1c(-c2ccccc2)cc(-c2ccccc2)cc1-c1ccccc1 | 5 | 3.5 | 4 | -3 | . | 2 | 2 | 14 | -11
COc1ccc(OC)c(N=Cc2c(O)n(Cc3ccccc3)c(=S)[nH]c2=O)c1 | 5 | -0.1 | -2 | 5 | -0.1 | 1 | -7 | -3 | 9
COC(=O)C1=C(c2cccc(NC(C)=O)c2)C[C@@H]2CC[C@H]1N2C | -3 | 0.0 | 1 | . | -0.3 | . | -5 | 20 | .
COC1=CC(=O)OC(/C=C/c2ccccc2)C1 (centres undefined) | -8 | 2.9 | -3 | -2 | 0.2 | -2 | -5 | -3 | -3
Clc1cccc(CNCCc2ccc3c(c2)OCO3)c1 | 13 | 0.8 | 3 | 0 | 0.1 | -4 | 12 | -1 | 7

# A draw from above in order of heavy-atom count, highest first.
structure | procasp7 counter | PP5 inh | PP1 counter | TPT1 inh | Efflux pump inh | CTSL1 counter | GASC-1 inh | procasp3 activ | core dimer inh
C=CCn1c(O)c(/C(C)=N/N2CCN(C)CC2)c(=O)[nH]c1=O | 4 | 2.1 | -4 | 0 | -0.1 | -3 | 18 | 1 | 2
Cc1cccc(CNCCc2ccccc2)n1 | -5 | 2.8 | -1 | 2 | -0.1 | 0 | -3 | 2 | -5
O=C1NCCN2CCCC12 (centres undefined) | 2 | -0.6 | 0 | -7 | 0.0 | 0 | 5 | -5 | -1

# Three entries from above in another layout.
COc1ccc(CNCCc2c[nH]c3ccccc23)c(OC)c1OC
  procasp7 counter: 2; PP5 inh: -1.6; PP1 counter: 1; TPT1 inh: -1; Efflux pump inh: -0.1; CTSL1 counter: 0; GASC-1 inh: -11; procasp3 activ: 4; core dimer inh: -10
O=C(NCCN1CCOCC1)c1ccc(Cl)nc1Cl
  procasp7 counter: 8; PP5 inh: -0.5; PP1 counter: -4; TPT1 inh: 0; Efflux pump inh: 0.0; CTSL1 counter: -3; GASC-1 inh: -2; procasp3 activ: -4; core dimer inh: -4
COC(=O)C1=C(c2cccc(C#N)c2)C[C@@H]2CC[C@H]1N2C(=O)NCC1CC1
  procasp7 counter: -9; PP5 inh: 1.9; PP1 counter: -3; TPT1 inh: .; Efflux pump inh: 2.5*; CTSL1 counter: .; GASC-1 inh: 8; procasp3 activ: -1; core dimer inh: .

# The results go on:
structure | procasp7 counter | PP5 inh | PP1 counter | TPT1 inh | Efflux pump inh | CTSL1 counter | GASC-1 inh | procasp3 activ | core dimer inh
CN(C)[C@@H]1C(=O)C(C(N)=O)=C(O)[C@@]2(O)C(=O)C3=C(O)c4c(O)cccc4[C@@](C)(O)[C@H]3C[C@@H]12 | -1 | -1.6 | 29* | -2 | 0.0 | -2 | -10 | 6 | 52*
COP(=O)(/C=C(\Cl)c1ccccc1)/C=C(\Cl)c1ccccc1 | 1 | -0.3 | 2 | -4 | 0.0 | -3 | -14 | 0 | 0
CCOc1ccccc1NC(=O)N1CCC2(CC1)OCCO2 | 7 | 0.9 | -1 | 3 | 0.5 | 0 | -1 | -10 | -5
COC(=O)C1=C(c2ccc(F)cc2F)C[C@@H]2CC[C@H]1N2C(=O)NC1Cc2ccccc2C1 | -5 | 0.1 | -3 | . | -0.3 | . | 2 | 4 | .
O=C1/C(=C\c2cc3c(cc2Br)OCO3)N2CCC1CC2 | -7 | 2.2 | -3 | 2 | 0.4 | 6 | 5 | 6 | -2
O=C(O)CCn1cc(C=C2C(=O)NC(=O)NC2=O)c(-c2cc3ccccc3oc2=O)n1 | -11 | -0.2 | 1 | 2 | -0.1 | -2 | -1 | -6 | 2
COc1ccc(OC)c(NC2=NCCS2)c1 | 1 | 0.0 | 2 | -1 | 0.0 | -5 | -16 | 7 | 0
CCCCCP(=O)(O)c1ccccc1 | 2 | 1.7 | -3 | -1 | 0.1 | -1 | 7 | 1 | -3
COCCn1c(O)c(/C=N/NC(=O)CSC(=S)N2CCCC2)c(=O)[nH]c1=S | -30 | 1.6 | 3 | . | 0.2 | . | 9 | -10 | .
COc1ccc(N2C(=O)/C(=C/c3ccco3)C(=O)NC2=S)cc1 | -17 | 1.0 | 6 | 37* | -0.1 | 10 | 3 | -7 | 29
Cc1ccc(/C=C2/C(=O)NC(=O)N(Cc3ccc(F)cc3)C2=O)o1 | -13 | -0.5 | -2 | 35* | 0.2 | 5 | 35 | -10 | 5
Cn1ccnc1P(=S)(c1nccn1C)c1nccn1C | -2 | 3.1 | 0 | -1 | 0.8 | -3 | 0 | -3 | 0
Cc1ccc2nc(-c3ccncc3)cc(C(=O)N3CCC4(CC3)OCCO4)c2c1 | 4 | 0.1 | -1 | 6 | 0.1 | 2 | -7 | 2 | -2
CCN(CC)c1ccc(CNCCc2ccc(F)cc2)cc1 | 3 | -0.4 | -4 | -2 | 0.0 | 0 | 4 | 2 | -5
